# Compound activity as filed in PubChem.
# DENV2 CPE – protects cells from dengue virus 2 cytopathic effect. DENV2-infected cells, cytopathic effect rescue, plate reader. 350,000 compounds, 1.7% hits. CPE inhibition, % at 9.99 µM; in the data active = CPE inhibition above about 20%, passing the limit was not always enough; tested in BHK-21 cells;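 also: 0% = median of neutral control wells and 100% = median of positive control wells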
# GSIS activator – primary screen for activators of insulin secretion dependent on glucose, INS-1E cells, GLuc reporter luminescence. AID 743287. 370,000 compounds, 0.61% hits. INS-1E GLuc reporter insulin secretion, 2-3 h. activation, % at 16.6 µM;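 active = lowest replicate activation of at least 40%, so every replicate reaches that level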;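 also: 0% = median of neutral control wells and 100% = median of IBMX positive control wells; some compounds called inactive have numbers as strong as hits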
# ERp5 inh – blocks human ERp5 reductase activity on insulin | 350,000 compounds, 0.05% hits | Q15084 | ERp5 insulin aggregation, absorbance 650 nm, 90 min | inhibition, % at 9.99 µM | AID 651711;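 active = mean replicate inhibition above about 25%, with every replicate also reaching it, limit read from the data, passing the limit was not always enough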
# Target sequence (Q15084 whole entry, looked up): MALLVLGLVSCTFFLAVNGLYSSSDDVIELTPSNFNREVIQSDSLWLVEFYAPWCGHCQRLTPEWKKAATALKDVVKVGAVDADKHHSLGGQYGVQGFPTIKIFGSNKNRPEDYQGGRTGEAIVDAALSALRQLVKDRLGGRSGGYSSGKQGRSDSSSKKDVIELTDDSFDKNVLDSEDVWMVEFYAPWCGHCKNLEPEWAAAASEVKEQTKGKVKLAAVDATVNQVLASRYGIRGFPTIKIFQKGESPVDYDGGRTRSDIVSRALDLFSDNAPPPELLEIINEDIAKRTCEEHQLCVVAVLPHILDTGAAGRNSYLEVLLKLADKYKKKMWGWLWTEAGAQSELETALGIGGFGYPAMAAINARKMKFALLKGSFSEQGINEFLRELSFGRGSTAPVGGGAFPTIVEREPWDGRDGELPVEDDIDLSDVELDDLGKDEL
# XiGFP reactiv – reactivates the inactive X chromosome in mouse fibroblasts; XiGFP mouse fibroblasts, % GFP-positive cells imaging, 3 d; cells co-treated with 5-aza-dC sensitizer; scaled so ellipticine positive control = 100%; activation, % at 7.58 µM; 360,000 compounds, 0.055% hits; AID 743238;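 active = mean normalized replicate activation at least 10% and every replicate at or above 10%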;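 also: 0% = median of on-plate neutral control wells and 100% = ellipticine 6 µM median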
#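 Material: XiGFP fibroblasts, SV40-immortalized. Buffer or medium: DMEM plus 5-aza-dC sensitizer. Compound: single concentration per compound, delivered by pin transfer. Times: 3 days compound exposure. Controls: ellipticine 6 µM.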
# ARNT TACC3 PPI – ARNT/TACC3 interaction disruption | inhibition, % at 9.99 µM | Q9Y6A5 | 390,000 compounds, 0.66% hits | AlphaScreen His-ARNT PAS-B/GST-TACC3 binding, luminescence; TACC3 fragment carries E629A point mutation;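 active = mean inhibition of replicates at least 50% and at least half of replicates each reaching 50%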;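 also: 0% = complete ARNT plus TACC3 wells and 100% = ARNT alone without TACC3; many hits fall short of the cut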
# PAX8 inh HTS – inhibitors of PAX8 transcriptional activity in RMG-I cells; RMG-I TPO-luciferase reporter, SteadyGlo, 24 h; inhibition, % at 12.6 µM; 360,000 compounds, 1.2% hits; AID 652154;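 active = mean replicate inhibition at least 60% with every replicate also reaching 60%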;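 also: luciferase light reporting Pax8 driven TPO promoter activity; plate controls were median of neutral control wells for no effect and mitoxantrone controls for full effect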
# EWS-Fli inh – inhibitors of EWS/Fli oncoprotein transcriptional activity. A673 NR0B1-luciferase reporter, viability-normalised. inhibition, % at 12.6 µM. 350,000 compounds, 0.67% hits. AID 651661;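 active = mean inhibition of at least 50% after viability correction, with every replicate also passing that limit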;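 also: firefly luciferase signal divided by Alamar Blue viability fluorescence both relative to DMSO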
# CFTR F508del cor – CFTR F508del correction in bronchial cells | CFBE cells, YFP halide quenching; stimulated with forskolin plus potentiator P3; % fluorescence drop versus neutral controls | 350,000 compounds, 0.36% hits | activity (quench increase), % at 7.58 µM | AID 720511;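 active = mean added fluorescence quench of at least 8% versus neutral control, with both replicates also reaching 8%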;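 also: cells transiently co-express mutant CFTR-F508del with the halide-sensitive YFP; corrector assay measuring rescue of mutant channel to the surface after 24 h compound exposure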
# An asterisk follows results filed as active; x = no result given; & = joins results of further samples.
# The first eleven compounds (preview)
SMILES,DENV2 CPE,GSIS activator,ERp5 inh,XiGFP reactiv,ARNT TACC3 PPI,PAX8 inh HTS,EWS-Fli inh,CFTR F508del cor
COCCOc1ccc(C(F)(F)F)cc1N,8,10,7,0.9,-1,-4,7,-1.5
COc1cc2c(cc1OC)C1c3ccc(OC)c(OC)c3OCC1(O)C2 (configuration not stated),17,2,-7,0.1,-9,0,-6,3.9
Cc1cccc(C)c1NC(=O)CN1C(=O)COc2ccccc21,-1,6,2,0.1,-1,-4,1,0.5
CCc1ccc(C(=O)CN2C(=O)NC(C)(CCc3ccccc3)C2=O)cc1 (configuration not stated),x,-24,x,0.0,-13,0,x,x
CCC(=O)Nc1ccc2c(c1)OC[C@H](C)N(C(=O)c1ccccn1)C[C@@H](C)[C@H](OC)CN(C)C2=O,-4,7,0,0.1,0,-16,4,x
O=C1CCC(C(=O)N2CCCCCCC2)CN1Cc1cccc(C(F)(F)F)c1 (configuration not stated),-10,-10,-5,0.0,-2,6,x,-1.5
COc1ccc(N(CC(=O)NCCSCc2c(F)cccc2Cl)S(C)(=O)=O)cc1OC,5,19,-5,x,7,x,6,1.5
O=C(O)CN(Cc1ccccc1)S(=O)(=O)c1ccc2c(c1)OCCO2,4,10,0,0.0,-4,14,-52,-0.4
COC(=O)c1ccccc1NC(=O)C1CC(c2ccc(F)cc2)=NO1 (configuration not stated),2,-1,-9,x,-12,x,7,-2.2
CC1CCCCN1C(=O)COC(=O)c1cc(Cl)c2c(c1)OCO2 (configuration not stated),-1,-1,1,0.0,-2,-155,3,-1.3
COc1cccc(NC(=O)CN(C)C(=O)CNC(=O)c2ccc3ccccc3c2)c1,-1,-6,5,0.1,-1,-49,-32,3.4

# The listing, previewed entries included:
SMILES,DENV2 CPE,GSIS activator,ERp5 inh,XiGFP reactiv,ARNT TACC3 PPI,PAX8 inh HTS,EWS-Fli inh,CFTR F508del cor
COCCOc1ccc(C(F)(F)F)cc1N,8,10,7,0.9,-1,-4,7,-1.5
COc1cc2c(cc1OC)C1c3ccc(OC)c(OC)c3OCC1(O)C2 (configuration not stated),17,2,-7,0.1,-9,0,-6,3.9
Cc1cccc(C)c1NC(=O)CN1C(=O)COc2ccccc21,-1,6,2,0.1,-1,-4,1,0.5
CCc1ccc(C(=O)CN2C(=O)NC(C)(CCc3ccccc3)C2=O)cc1 (configuration not stated),x,-24,x,0.0,-13,0,x,x
CCC(=O)Nc1ccc2c(c1)OC[C@H](C)N(C(=O)c1ccccn1)C[C@@H](C)[C@H](OC)CN(C)C2=O,-4,7,0,0.1,0,-16,4,x
O=C1CCC(C(=O)N2CCCCCCC2)CN1Cc1cccc(C(F)(F)F)c1 (configuration not stated),-10,-10,-5,0.0,-2,6,x,-1.5
COc1ccc(N(CC(=O)NCCSCc2c(F)cccc2Cl)S(C)(=O)=O)cc1OC,5,19,-5,x,7,x,6,1.5
O=C(O)CN(Cc1ccccc1)S(=O)(=O)c1ccc2c(c1)OCCO2,4,10,0,0.0,-4,14,-52,-0.4
COC(=O)c1ccccc1NC(=O)C1CC(c2ccc(F)cc2)=NO1 (configuration not stated),2,-1,-9,x,-12,x,7,-2.2
CC1CCCCN1C(=O)COC(=O)c1cc(Cl)c2c(c1)OCO2 (configuration not stated),-1,-1,1,0.0,-2,-155,3,-1.3
COc1cccc(NC(=O)CN(C)C(=O)CNC(=O)c2ccc3ccccc3c2)c1,-1,-6,5,0.1,-1,-49,-32,3.4
C[C@@H]1CN([C@@H](C)CO)C(=O)Cc2cc(NC(=O)Nc3ccc4c(c3)OCO4)ccc2O[C@@H]1CN(C)C(=O)NC1CCCCC1,8,10&-10,-8,-0.2&0.1,6,-14,-3,-1.6
Cc1ccc(C(=O)NN=C2CCCC2)cc1C,18,-3,-3,0.3,-7,-8,8,x
Cc1ccc(NC(=O)c2sc3nc(N)c(C#N)cc3c2N)cc1,-1,-4,-2,0.5,-5,-103,-106,7.1
Cc1nn(-c2ccccn2)c2c1C(=O)CC(C)(C)C2Br (configuration not stated),1,33,-1,0.0,2,-25,-15,-0.6
CCN(CC)c1ccc(S(=O)(=O)N2CCOCC2)cc1NC(=O)COC(=O)/C=C/c1ccc(C)o1,17,1,0,0.0,4,-8,-2,2.3
NC(=O)N/C=C1\CCCOC1=O,4,4,2,0.3,x,3,-7,5.1
CC(C)(O)C#Cc1cccc(-c2nc(C(=O)O)cc3c2[C@H](CCO)N(S(=O)C(C)(C)C)C3)c1 (some centres not stated),0,5,4,0.1,-2,5,12,x
COc1ccc(N(CC(=O)NCc2cccs2)S(=O)(=O)c2ccc(C(C)=O)cc2)cc1,4,-19,4,0.0,x,-8,3,2.3
CC(C)NC(=O)N(C)C[C@H]1Oc2ccc(NC(=O)C3CC3)cc2CC(=O)N([C@@H](C)CO)C[C@H]1C,-8,3,5,0.2,8,-15,-3,0.5
O=C(C[C@H]1CC[C@H](NS(=O)(=O)c2ccccc2)[C@@H](CO)O1)N1CCc2ccccc2C1,-3,11,2,-0.3,-1,-8,-2,1.1
COc1ccc(NC(=O)CN(c2ccc(OC)cc2)S(=O)(=O)c2ccc(OC)c(OC)c2)cc1,15,1,1,0.0,-13,33,-1,-2.0
O=C(COC(=O)C1CCC1)NCc1ccc(Cl)cc1Cl,6,-4,5,0.2,11,3,-8,2.1
CO[C@H]1CN(C)C(=O)c2ccc(NC(=O)C3CCC3)cc2OC[C@@H](C)NC[C@@H]1C,-4,0,4,-0.2,3,0,1,x
CC(=O)c1cc2c(cc1N(C(=O)Cn1nnc3ccccc31)C(C(=O)NCCC(C)C)c1cccnc1)OCO2 (configuration not stated),0,-10,0,0.0,x,3,2,1.4
CN(C)C(=O)C[C@H]1CC[C@@H](NC(=O)NC2CCCCC2)[C@@H](CO)O1,x,7,-3,-0.4,-14,-8,3,-2.7
O=C(NCc1ccc(F)cc1)c1ccc(N2CCOCC2)c([N+](=O)[O-])c1,4,5,2,0.3,-6,6,2,-0.3
O=C(Cn1c(S(=O)(=O)Cc2ccccc2)nc2ccccc21)N1CCCCC1,1,10,-3,0.2,-5,15,3,-3.6
CC(C)C#Cc1ccc2c(c1)O[C@H](CN(C)C(=O)NC(C)C)[C@H](C)CN([C@H](C)CO)S2(=O)=O,2,-2,-1,0.3,-7,4,10,0.9
O=C(C[C@@H]1CC[C@@H](NC(=O)c2ccc3c(c2)OCO3)[C@@H](CO)O1)NCc1ccc(Cl)cc1,-3,-5,-2,0.2,-5,9,4,0.4
C[C@H](CO)N1C[C@H](C)[C@@H](CN(C)Cc2ccccc2)OCCCC[C@H](C)Oc2ccc(NC(=O)Nc3ccc(F)cc3)cc2C1=O,-7,-17,2,0.2,1,7,-4,0.7
NC(=O)c1ccc(NCCc2ccco2)cc1,-6,-6,4,0.0,x,-40,-2,0.3
O=C(COC(=O)c1cccc(Br)c1)Nc1cccc(S(=O)(=O)N2CCCCC2)c1,-2,x,5,0.0,x,-1,0,-0.7
Cc1ccc(SCC(=O)NCc2ccccc2C)cc1,7,-5,-2,0.1,-8,-15,-3,-0.4
COc1ccc(-c2coc3cc(O)cc(O)c3c2=O)cc1OC,-3,0,-1,x,-2,-102,-46,3.2
CC1CN(C(=O)CCC(=O)NCc2ccccc2)c2ccccc2O1 (configuration not stated),6,10,-2,0.0,-13,-4,2,-0.5
CN1C(=O)c2cc(NS(=O)(=O)c3ccc(F)cc3)ccc2OC[C@@H]2O[C@@H](CC(=O)NCC(F)(F)F)CC[C@@H]21,-13,-5,-1,0.2,-7,1,1,0.3
CC(C)(C)c1ccc(OCc2ccc(C(=O)Nc3cccnc3)o2)cc1,-2,-21,-3,0.3,1,-32,5,1.1
C[C@H](CO)N1C[C@H](C)[C@H](CN(C)C)Oc2ccc(NS(=O)(=O)c3ccc(Cl)cc3)cc2C1=O,-2,16,-3,-0.2,x,-21,17,2.1
O=C(c1cccc(F)c1)N1CCCCN2[C@@H](CO)[C@@H](c3ccc(-c4ccc(F)cc4)cc3)[C@@H]2C1,-2,x,0,x,5,-6,-3,0.3
CC=Cc1ccc2n(c1=O)C[C@@H]1[C@@H](CO)[C@H](C(=O)N[C@H](C)c3ccccc3)[C@H]2N1CC (mixture of isomers),5,6,-1,0.0,-2,x,-2,x
CCOC(=O)N1CCN(C(=O)c2cnn3c(C(F)(F)F)cc(-c4cccs4)nc23)CC1,-2,-1,3,0.0,-5,3,8,2.0
Cc1cccc(C(=O)N2CCCC(Nc3ccc(C(C)C)cc3)C2)n1 (configuration not stated),3,7,-3,0.1,1,18,-10,-0.6
O=C(Nc1ccccc1F)N1C[C@H]2[C@@H](c3ccccc31)[C@H](CO)N2C(=O)C1CCCC1,-15,3,-1,0.0,6,-50,-47,3.8
CO[C@H]1CC[C@H]2CCN(C)C(=O)[C@H](C)[C@H](OC)CN(C)C(=O)c3cccc(C#N)c3OC[C@@H]1O2,6,13,4,0.0,2,-4,-4,3.6
Nc1ncc([N+](=O)[O-])c(N2CCCCCC2)n1,7,18,1,0.0,x,-39,-14,-0.6
Cc1cccc(NC(=O)c2ccccc2NC(=O)CCC(=O)O)c1,-3,1,1,0.0,0,18,4,x
COC(=O)c1ccccc1S(=O)(=O)N1CCC(NC(=O)C(Cc2cccc(OC)c2OC)NC(C)=O)CC1 (configuration not stated),-4,-8,2,0.0,-3,7,3,2.6
CCOc1ccc(CCNC(=O)COC(=O)Cc2ccc(F)cc2)cc1OCC,-3,19,2,0.2,x,x,-7,0.5

# Arranged by SMILES length (low to high): part of the list above.
SMILES,DENV2 CPE,GSIS activator,ERp5 inh,XiGFP reactiv,ARNT TACC3 PPI,PAX8 inh HTS,EWS-Fli inh,CFTR F508del cor
Cc1cccc(NC(=O)c2ccccc2NC(=O)CCC(=O)O)c1,-3,1,1,0.0,0,18,4,x
O=C(Nc1ccccc1F)N1C[C@H]2[C@@H](c3ccccc31)[C@H](CO)N2C(=O)C1CCCC1,-15,3,-1,0.0,6,-50,-47,3.8
COC(=O)c1ccccc1S(=O)(=O)N1CCC(NC(=O)C(Cc2cccc(OC)c2OC)NC(C)=O)CC1 (configuration not stated),-4,-8,2,0.0,-3,7,3,2.6
